Compound activity from PubChem BioAssay.
Scp-1 inhibitor = Scp-1 phosphatase inhibitors, primary screen, biochemical, colorimetric, uHTS | inhibition, % at 20 µM | 340,000 compounds, 0.88% hits | Carboxy-terminal domain RNA polymerase II polypeptide A small phosphatase 1 (Homo … | Recombinant Scp1, phosphopeptide, malachite green phosphate absorbance;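 active means inhibition above about 50% at 20 µM, limit read from the data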;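 further: plate controls were DMSO wells with enzyme for no effect and wells lacking enzyme for full effect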
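Test system: SCP-1 phosphatase catalytic domain, residues 76-261 | Compound dosing: One concentration, 20 µM, with 1.0% DMSO | Schedule: 45 min room-temperature reaction, 5 min colour, 30 min stabiliser | Detection: Absorbance at 630 nm | Read-out basis: % inhibition of SCP-1 phosphate liberation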
DNMT1 block = human DNMT1 methyltransferase inhibitors, primary screen, biochemical, molecular beacon, fluorescence, HinP1I cleavage, uHTS. DNA (cytosine-5)-methyltransferase 1 (Homo sapiens), P26358. inhibition (reported as % activation of signal), % at 10 µM. 360,000 compounds, 0.83% hits; in the data active means inhibition above about 50%
LMPTP block = LMPTP phosphatase inhibitors, primary screen, biochemical, fluorescence intensity, uHTS | Low molecular weight phosphotyrosine protein phosphatase (Homo sapiens), P24666 | recombinant LMPTP-A, OMFP fluorogenic substrate | inhibition, % at 20 µM | 360,000 compounds, 0.22% hits | AID 651560, 2012;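 active means compounds that cut the enzyme signal by at least half of the control window in the single-dose screen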;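 further: plate controls were DMSO wells with enzyme plus substrate for no effect and substrate without enzyme for full effect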
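Assay system: LMPTP-A, protein tyrosine phosphatase of low molecular weight / Medium: pH 6.0 Bis-Tris buffer with DTT and Triton X-100 / Schedule: 50 min enzyme reaction at room temperature, protected from light / Measured by: endpoint fluorescence intensity from OMFP dephosphorylation / Read-out basis: % inhibition relative to no-enzyme and uninhibited control wells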
NadD inh = inhibitors of S. aureus NadD, primary screen, biochemical, colorimetric, uHTS | 360,000 compounds, 0.78% hits | inhibition, % at 20 µM | purified NadD enzyme, colorimetric absorbance read-out | Nicotinate-nucleotide adenylyltransferase NadD (Staphylococcus aureus N315); in the data active means inhibition above about 26%; further: some compounds past the cut are filed as inactive
MsrA inhibitor = bovine MsrA enzyme inhibitors, primary screen, biochemical, absorbance, HTS; 360,000 compounds, 0.75% hits; AID 651718, 2012; Methionine sulfoxide reductase A (Bos taurus); inhibition, % at 15.5 µM; purified bovine MsrA, absorbance read-out; in the data active means inhibition above about 4.5%;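 further: 0% = vehicle wells with enzyme and 100% = reference inhibitor wells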
SUMO1-SIM PPI = modulators of SUMO1 protein-protein interactions, primary screen, biochemical, uHTS | Small ubiquitin-related modifier 1 (Homo sapiens), P63165 | SUMO1 binding to a labelled peptide, TR-FRET, 1 h | inhibition, % at 20 µM | 360,000 compounds, 0.33% hits | AID 602429, 2012; in the data active means inhibition above about 37%
Target sequence (P63165 whole entry, looked up): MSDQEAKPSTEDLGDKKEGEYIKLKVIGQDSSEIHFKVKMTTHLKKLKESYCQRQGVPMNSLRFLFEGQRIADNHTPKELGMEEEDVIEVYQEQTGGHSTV
STEP inh = STEP phosphatase inhibitors, primary screen, biochemical, fluorescence intensity, uHTS; AID 588621, 2011; recombinant STEP, OMFP fluorogenic substrate; 360,000 compounds, 0.25% hits; inhibition, % at 20 µM;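 active means inhibition at 20 µM, scaled per plate between control wells, above about 37%, limit read from the data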;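 further: 0% = DMSO with enzyme and substrate and 100% = substrate only without enzyme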
Target sequence (P54829 whole entry, looked up): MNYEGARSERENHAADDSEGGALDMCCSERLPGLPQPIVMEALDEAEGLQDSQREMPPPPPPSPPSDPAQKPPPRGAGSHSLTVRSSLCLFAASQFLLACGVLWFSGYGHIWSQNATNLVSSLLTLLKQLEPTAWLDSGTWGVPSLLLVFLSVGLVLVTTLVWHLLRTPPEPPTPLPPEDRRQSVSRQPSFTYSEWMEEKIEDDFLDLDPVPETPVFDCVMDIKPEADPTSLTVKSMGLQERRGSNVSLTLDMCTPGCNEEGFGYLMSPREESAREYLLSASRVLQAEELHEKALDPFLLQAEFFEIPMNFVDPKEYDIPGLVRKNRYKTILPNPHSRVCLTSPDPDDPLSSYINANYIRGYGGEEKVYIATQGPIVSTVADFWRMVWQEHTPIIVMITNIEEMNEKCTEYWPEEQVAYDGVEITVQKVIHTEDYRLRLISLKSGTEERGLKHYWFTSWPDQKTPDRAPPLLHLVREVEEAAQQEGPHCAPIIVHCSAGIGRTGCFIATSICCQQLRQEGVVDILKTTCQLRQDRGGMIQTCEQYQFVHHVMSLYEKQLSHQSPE
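System: STEP phosphatase, cell-free reaction; Buffer or medium: Bis-Tris pH 6.0 buffer with DTT, detergent; Incubation: 20 min at room temperature, dark; Measured by: fluorescence, 480/540 nm.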
Rpn11 block = Rpn11 (PSMD14) deubiquitinase inhibitors, primary screen, biochemical, fluorescence polarization, uHTS; 26S proteasome non-ATPase regulatory subunit 14 (Homo sapiens), O00487; human 26S proteasome, Ub4-pepOG fluorescence polarization; 20S core pre-blocked with epoxomicin; calls only at 20 µM; 360,000 compounds, 0.59% hits;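 active means inhibition at 20 µM, scaled to each plate's controls, above about 33%, limit read from the data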
Target sequence (O00487 whole entry, looked up): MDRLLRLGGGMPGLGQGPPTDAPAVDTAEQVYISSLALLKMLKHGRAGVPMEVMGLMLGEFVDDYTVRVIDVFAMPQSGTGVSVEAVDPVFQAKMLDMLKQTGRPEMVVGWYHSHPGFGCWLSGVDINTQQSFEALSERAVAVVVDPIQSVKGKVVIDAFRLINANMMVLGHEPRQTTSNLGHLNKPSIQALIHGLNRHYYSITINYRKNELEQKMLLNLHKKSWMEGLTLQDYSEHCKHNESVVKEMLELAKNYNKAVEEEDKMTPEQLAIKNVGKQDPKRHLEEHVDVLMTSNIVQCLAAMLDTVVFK
CSN deneddyl inh = inhibitors of CSN-mediated cullin deneddylation, primary screen, biochemical, fluorescence polarization, uHTS | COP9 signalosome complex subunit 5 (Homo sapiens), Q92905 | Purified CSN, SCF-Nedd8-OG deneddylation | inhibition, % at 12.5 µM | 360,000 compounds, 0.38% hits | AID 651999, 2013;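 active means pattern-corrected inhibition above about 35%, with an unprinted fluorescence ratio check between 0.5 and 1.5, limit read from the data, passing the limit was not always enough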;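 further: 0% = enzyme with substrate and 100% = substrate without enzyme; some results filed as inactive read as strong as hits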
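Assay system: Purified human Csn5 enzyme expressed in HEK293T cells | Amount: Enzyme 0.24 nM | Measured by: Fluorescence polarization readout | Medium: Tris/NaCl/DTT buffer, pH 7.5 | Compound dosing: One concentration, 12.5 µM, 0.25% DMSO | Times: 90 min incubation of compound, enzyme and substrate at room temperature | Control set: no-enzyme wells high, enzyme-with-substrate wells low | Read-out: % inhibition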
TbMetRS inhib = T. brucei MetRS inhibitors, primary screen, biochemical, luminescence | purified T. brucei MetRS, ATP depletion, Kinase-Glo luminescence | inhibition, % at 11.9 µM | 360,000 compounds, 0.4% hits | AID 624268, 2012;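 active means inhibition above a per-plate cutoff of the control wells' mean inhibition plus 3 SD, cut at about 5.5% in these data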;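 further: 0% = DMSO wells median and 100% = median of wells with control inhibitor compound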
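Assay system: T. brucei methionyl-tRNA synthetase, purified | Medium: HEPES buffer with MgCl2, KCl, DTT, spermine, BSA, pyrophosphatase | Compound: 11.9 µM single point | Incubation: 15 min enzyme-compound preincubation, 2 h reaction, 10 min detection, 25 °C | Measured by: Kinase-Glo luciferase luminescence reporting remaining unconsumed ATP | Measure: % inhibition normalized to control-well medians | Replication: Singlicate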
The depositor's hits bear a star; i = inactive; . = not tested or not shown. Rows were taken by chance, and some 3.9% of all compounds hit somewhere here.

no.	structure	Scp-1 inhibitor	DNMT1 block	LMPTP block	NadD inh	MsrA inhibitor	SUMO1-SIM PPI	STEP inh	Rpn11 block	CSN deneddyl inh	TbMetRS inhib
1	O=C(/C=C/c1cccc([N+](=O)[O-])c1)NCCSCc1ccco1	-5.3	-1.5	-0.2	-4.1	0.0	-20.3	-2.0	i	-14.1	-0.8
2	Cc1ccc(NS(=O)(=O)c2ccc(CCC(=O)N3CCOCC3)cc2)cc1	-2.2	0.2	-0.1	0.4	-0.9	-1.2	-1.0	i	-2.0	-2.0
3	Cc1ccc(CCNC(=O)c2ccc3nc4ccc(Cl)cc4c(=O)n3c2)cc1	2.8	6.6	-1.7	10.0	1.6	-6.8	-3.0	i	0.2	-0.5
4	CN1CCc2c(sc3nc(SCC(=O)N4CCOCC4)nc(N)c23)C1	-7.4	-3.4	0.4	-19.5	2.1	-5.3	4.8	i	6.0	-1.3
5	CN(C)C(=O)CSc1nnc(-c2cccnc2)n1-c1ccccc1	-4.2	-4.0	-1.7	-1.9	0.3	-2.9	-0.3	i	-3.3	-0.6
6	O=C1C(Cc2ccccc2)NC(=S)N1c1ccccc1 (centres undefined)	-1.1	-0.6	-1.2	4.5	1.0	0.4	-0.9	i	3.9	-0.4
7	COc1ccccc1N1CCN(C(=O)CC(NC(=O)c2ccccc2Cl)c2ccccc2)CC1 (centres undefined)	-7.6	1.5	0.3	1.5	-2.1	15.3	-2.8	i	-2.8	-0.2
8	CCC[C@@H](CN1CCC[C@H]1CN1C(N)=NC[C@H]1CC(C)C)N1C[C@@H](Cc2ccccc2)N(CCCC2CCCC2)C1=N	27.1	9.8	9.7	1.6	-1.6	-37.5	-0.4	i	3.2	0.0
9	COc1ccc(/C(C)=N/NC(=O)c2cccc(S(=O)(=O)N3CCCC3)c2)c(O)c1	.	-0.6	1.1	5.5	1.9	12.6	1.9	i	4.7	-0.4
10	CCNC(=O)C1(C)CCCCN1Cc1ccc(C#N)cc1 (centres undefined)	.	-1.1	-0.8	-2.5	1.3	-1.7	2.8	i	-6.2	-0.2
11	COc1ccc(CCNC(=O)C/C(C)=N/NC(=O)COc2ccc(C)cc2Br)cc1OC	-3.1	-0.6	2.1	-0.7	0.2	1.1	0.5	i	-0.2	0.2
12	Cc1nonc1NC(=O)CSc1nc2c(C)cccc2cc1C#N	-0.9	3.4	1.9	0.6	1.6	-6.8	2.6	i	-1.7	-0.2

The listing continues.
no.	structure	Scp-1 inhibitor	DNMT1 block	LMPTP block	NadD inh	MsrA inhibitor	SUMO1-SIM PPI	STEP inh	Rpn11 block	CSN deneddyl inh	TbMetRS inhib
13	CC(C)c1ccc(NC(=O)CCNC(=O)Cn2cnc3ccccc3c2=O)cc1	7.5	-0.3	-0.3	-2.3	0.2	-0.8	0.1	i	-0.1	0.2
14	CCc1c(C)c2ccc(OCC(=O)OC)cc2oc1=O	-6.5	0.6	0.3	-1.9	-0.2	-10.2	0.0	i	-5.1	-1.5
15	CCCC/C(C)=N/NC(=O)C(=O)NCCc1ccccc1	-2.0	1.6	-0.7	3.5	3.2	2.5	-1.4	i	-8.9	-1.8
16	C[C@@H]1CN([C@H](C)CO)C(=O)c2cc(Br)cnc2O[C@H]1CN(C)C(=O)Nc1ccccc1F	.	3.4	-1.4	-2.1	0.5	0.2	-2.0	i	5.1	0.1
17	CCC(c1nnnn1-c1ccc2c(c1)OCCO2)N1CCN(c2ccc(F)cc2)CC1 (centres undefined)	.	.	0.3	-5.6	.	7.6	.	.	1.6	-1.3
18	CC(C)Oc1ccc(C(CC(=O)N2CCOCC2)C(C)C)cc1 (centres undefined)	-6.8	3.7	-0.1	-18.9	0.6	3.5	0.6	i	3.2	-1.1
19	Cc1ccc(S(=O)(=O)N(CC(=O)Nc2cc(C)ccc2C)C(=O)N2CCN(C)CC2)cc1	-7.6	3.3	-0.5	-0.5	1.4	7.5	-0.4	i	1.5	0.5
20	COc1ccc2c(c1)C(CC(=O)NN)CCC2 (centres undefined)	-9.6	3.1	-1.1	2.7	0.5	-5.4	-0.6	i	-1.4	-0.3
21	CCc1c(-c2cccc(Br)c2)ncn1Cc1cccc(-c2ccccc2)c1	.	.	11.0	.	2.1	0.6	.	.	-7.6	-0.4
22	COc1ccc(C(=O)NC2CCCCCCC2)cc1OC	-14.2	4.0	2.5	-7.6	-0.6	7.2	3.3	i	7.3	-0.3
23	COc1ccc(CCNC(=O)Nc2ccccc2[N+](=O)[O-])cc1	-6.5	-1.1	2.2	-9.6	0.7	-19.9	-2.2	i	-13.8	-0.3
24	COc1ccc(C(=O)N2CCN(c3nc(C4CC4)nc4sc(C)c(C)c34)CC2)cc1	13.6	-7.0	3.1	10.9	-0.4	10.8	0.9	i	2.0	-0.6

New compounds follow:
no.	structure	Scp-1 inhibitor	DNMT1 block	LMPTP block	NadD inh	MsrA inhibitor	SUMO1-SIM PPI	STEP inh	Rpn11 block	CSN deneddyl inh	TbMetRS inhib
25	COc1cc(/C=C2/SC(=S)NC2=O)ccc1OS(=O)(=O)c1ccc(C)cc1	-10.8	-5.3	4.6	19.4	.	16.1	2.7	i	22.0	0.5
26	CC(=O)Nc1nn(C)c2nc3cc(C)ccc3cc12	-4.5	6.1	-1.6	-1.2	2.3	-15.5	-5.2	i	6.3	-0.3
27	O=[N+]([O-])c1ccccc1SNc1ccccc1	.	-0.6	1.4	-2.1	0.7	-29.0	0.5	i	0.8	-0.2
28	O=C1CCCN1CC(CN1CCOCC1)Sc1nc2ccccc2c(=O)n1-c1ccccc1 (centres undefined)	45.7	2.6	-0.8	4.4	0.6	0.4	-1.1	i	-4.3	-1.4
29	CC(=O)c1cn(CC(=O)Nc2ccccc2C(F)(F)F)c2ccccc12	-3.7	-1.3	0.2	-4.3	0.7	2.1	0.3	i	-1.0	-0.4
30	CCN(CC)c1ccc(S(=O)(=O)N2CCOCC2)cc1NC(=O)COC(=O)/C=C/c1ccccc1	-12.0	-13.4	4.4	12.1	0.2	3.2	1.5	i	-2.7	0.2
31	CCOC(=O)C1CCCN(CCC(=O)Nc2cc(C)ccc2C)C1 (centres undefined)	-3.9	-1.2	-1.2	-3.7	-1.2	2.5	-2.0	i	-2.0	-0.1
32	CCOC(=O)CN1C(=O)N2C[C@H]3CON(C)[C@H]3C[C@H]2c2ccccc21	.	1.4	-0.8	-5.7	0.0	4.8	-1.5	i	0.8	0.0
33	COc1ccc2c(c1)c(-c1csc(N)n1)c(C)n2C	-2.0	-18.1	-0.7	0.7	0.2	-1.1	3.7	i	1.9	-0.1
34	COc1ccc(NS(=O)(=O)c2cc(C(=O)Nc3ccccc3C(=O)O)ccc2C)cc1	3.0	-1.2	-2.8	-4.2	0.9	8.8	-1.7	i	5.0	-1.1
35	COc1ccccc1-c1noc2c1C(=O)N(C(=O)OC(C)(C)C)CC2	.	3.1	-0.7	0.8	-0.1	2.2	-2.1	i	0.9	-0.1
36	CNC(=S)NNC(=O)c1cccs1	-6.9	-0.8	-1.6	-2.1	-1.6	1.0	0.0	i	6.0	0.4

Results in Rpn11 block (2 entries from above):
item | mol | Rpn11 block
24 | COc1ccc(C(=O)N2CCN(c3nc(C4CC4)nc4sc(C)c(C)c34)CC2)cc1 | i
5 | CN(C)C(=O)CSc1nnc(-c2cccnc2)n1-c1ccccc1 | i

Going on with the list:
no.	structure	Scp-1 inhibitor	DNMT1 block	LMPTP block	NadD inh	MsrA inhibitor	SUMO1-SIM PPI	STEP inh	Rpn11 block	CSN deneddyl inh	TbMetRS inhib
37	Cc1cccc(C)c1NC(=O)COc1ccc2c(C)c(Cc3ccccc3)c(=O)oc2c1C	-1.7	56.7*	0.1	9.5	1.1	1.0	1.0	i	1.8	-0.6
38	COc1cccc(NC(=O)N2CCCC2C(=O)Nc2cc(C)ccc2OC)c1 (centres undefined)	-7.9	-7.9	-1.1	5.1	-0.3	2.4	-1.2	i	2.9	-0.3
39	CCN(Cc1ccncc1)Cc1nc(-c2ccc(C(=O)OC)cc2)no1	-2.9	-3.2	-0.5	-1.6	0.4	0.1	0.9	i	-17.2	-0.9
40	O=C1C=C(c2ccc3c(c2)OCCO3)C[C@@H](c2ccc(F)cc2)C1	-11.2	-7.8	0.9	-5.7	1.1	-29.5	1.6	i	3.8	-0.2
41	CCc1nc2ccc(C(=O)Nc3cccc(OC)c3)cn2c1N(C)Cc1ccc(OC)cc1	.	-9.4	3.5	-2.5	0.1	1.5	2.8	i	-3.3	-0.3
42	Cc1csc2c(N3CCN(C(=S)Nc4ccc(F)cc4F)CC3)ncnc12	7.6	-2.3	2.1	2.8	-0.8	4.9	-0.1	i	-2.2	-0.4
43	C[C@@H]1CN([C@H](C)CO)C(=O)CCCn2cc(nn2)CO[C@H]1CN(C)S(=O)(=O)c1ccccc1F	.	8.6	-1.7	0.2	0.6	4.1	0.1	i	-3.2	-0.7
44	O=C(CCN1C(=O)C2CC=CCC2C1=O)OCC(=O)c1ccc(F)cc1 (centres undefined)	-8.6	-0.9	-1.8	-4.6	0.5	3.7	0.5	i	-0.5	-0.5
45	O=C1CC(N(CCc2ccccc2)C(=S)Nc2ccccc2)C(=O)N1c1ccc(F)cc1 (centres undefined)	-10.9	1.2	2.5	-10.7	0.5	2.7	0.6	i	1.6	22.9*
46	CC(CCc1ccco1)NC(=O)Cn1ncc2c(=O)oc3ccccc3c21 (centres undefined)	-3.9	0.3	0.8	-0.4	-0.3	-0.7	-2.1	i	-1.8	-0.8
47	Cc1nn(Cc2ccc([N+](=O)[O-])cc2)c(=O)n1-c1cccc(Cl)c1	-7.4	5.6	-1.2	-1.9	-0.5	-26.6	0.1	i	0.5	-1.4
